# Assay outcomes: PubChem, several laboratories
# PABP1 MLLE inh: inhibitors of PABP1 MLLE–PAM2 peptide binding, primary screen, biochemical, fluorescence polarization, FITC-PAM2, GST-MLLE. Polyadenylate-binding protein 1 (Homo sapiens), P11940. AID 588489, 2011. inhibition, % at 20 µM. 360,000 tested, 0.36% active; in the data active = inhibition above about 35%, passing the limit was not always enough;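 also: plate controls were DMSO wells with GST-MLLE for no effect and wells lacking GST-MLLE protein for full effect; some results filed as inactive read as strong as hits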
# Tb MetRS inh: T. brucei MetRS inhibitors, primary screen, biochemical, luminescence; purified T. brucei MetRS, ATP depletion, Kinase-Glo luminescence; inhibition, % at 11.9 µM; 360,000 tested, 0.4% active; methionyl-tRNA synthetase (Trypanosoma brucei brucei);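 active = inhibition above a per-plate cutoff of the control wells' mean inhibition plus 3 SD, cut at about 5.5% in these data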;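 also: 0% = DMSO wells median and 100% = median of wells with control inhibitor compound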
#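 Material: T. brucei methionyl-tRNA synthetase, purified; reagent: substrates ATP, L-methionine and bulk Escherichia coli tRNA; dosing: 11.9 µM single point; timing: 15 min plus 2 h at 25 °C; detection: luminescence of leftover ATP; evaluation: % inhibition; control set: DMSO-only wells as low control; replicates: singlicate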
# Rpn11 inh: Rpn11 (PSMD14) deubiquitinase inhibitors, primary screen, biochemical, fluorescence polarization, uHTS; human 26S proteasome, Ub4-pepOG fluorescence polarization; 20S core pre-blocked with epoxomicin; calls only at 20 µM; 360,000 tested, 0.59% active;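 active = inhibition at 20 µM, scaled to each plate's controls, above about 33%, limit read from the data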
# STEP inh: STEP phosphatase inhibitors, primary screen, biochemical, fluorescence intensity, uHTS; 360,000 tested, 0.25% active; AID 588621, 2011; recombinant STEP, OMFP fluorogenic substrate; Tyrosine-protein phosphatase non-receptor type 5 (Homo sapiens), P54829; inhibition, % at 20 µM;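 active = inhibition at 20 µM, scaled per plate between control wells, above about 37%, limit read from the data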;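 also: 0% = DMSO with enzyme and substrate and 100% = substrate only without enzyme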
# Target sequence (P54829 whole entry, looked up): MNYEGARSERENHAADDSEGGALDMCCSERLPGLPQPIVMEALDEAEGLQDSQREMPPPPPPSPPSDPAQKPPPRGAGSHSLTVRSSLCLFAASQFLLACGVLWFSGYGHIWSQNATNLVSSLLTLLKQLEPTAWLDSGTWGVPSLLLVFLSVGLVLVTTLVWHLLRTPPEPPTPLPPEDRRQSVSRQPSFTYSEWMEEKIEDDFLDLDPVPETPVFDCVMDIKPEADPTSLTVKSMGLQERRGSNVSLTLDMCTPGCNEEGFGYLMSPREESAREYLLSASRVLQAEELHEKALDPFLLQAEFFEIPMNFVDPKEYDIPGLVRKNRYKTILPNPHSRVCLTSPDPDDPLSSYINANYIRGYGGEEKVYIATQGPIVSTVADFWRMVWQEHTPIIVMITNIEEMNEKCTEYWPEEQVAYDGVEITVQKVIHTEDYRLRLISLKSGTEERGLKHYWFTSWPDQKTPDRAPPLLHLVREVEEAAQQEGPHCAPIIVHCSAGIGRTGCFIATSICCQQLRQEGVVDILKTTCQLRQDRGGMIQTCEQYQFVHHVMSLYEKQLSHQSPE
#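 Test system: STEP tyrosine phosphatase / Reagent: OMFP at 25 µM / Doses: 20 µM, 1% DMSO / Read-out: percent inhibition scaled to no-enzyme and uninhibited-enzyme controls, plate-pattern corrected / Detection: FITC-channel fluorescence of OMFP product / Medium: Bis-Tris buffer pH 6.0, 2.5 mM DTT, 0.005% Tween 20 / Schedule: 20 min at room temperature, dark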
# DNMT1 inh: human DNMT1 methyltransferase inhibitors, primary screen, biochemical, molecular beacon, fluorescence, HinP1I cleavage, uHTS; inhibition (reported as % activation of signal), % at 10 µM; 360,000 tested, 0.83% active; AID 588458, 2011; in the data active = inhibition above about 50%
# LMPTP block: LMPTP phosphatase inhibitors, primary screen, biochemical, fluorescence intensity, uHTS | Low molecular weight phosphotyrosine protein phosphatase (Homo sapiens), P24666 | recombinant LMPTP-A, OMFP fluorogenic substrate | inhibition, % at 20 µM | 360,000 tested, 0.22% active | AID 651560, 2012;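 active = compounds that cut the enzyme signal by at least half of the control window in the single-dose screen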;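 also: plate controls were DMSO wells with enzyme plus substrate for no effect and substrate without enzyme for full effect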
# Target sequence (P24666 whole entry, looked up): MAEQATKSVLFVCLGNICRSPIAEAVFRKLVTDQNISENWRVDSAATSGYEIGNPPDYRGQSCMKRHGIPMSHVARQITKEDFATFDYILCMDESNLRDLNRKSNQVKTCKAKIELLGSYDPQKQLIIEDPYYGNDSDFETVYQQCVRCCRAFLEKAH
#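 Buffer or medium: Bis-Tris pH 6.0, DTT, detergent; Assay system: LMPTP-A enzyme; Quantity: 0.625 nM enzyme; Detection: endpoint fluorescence intensity; Times: 50 min dark incubation at room temperature; Controls: substrate-only low control, DMSO enzyme-plus-substrate high control; Doses: single 20 µM dose; Read-out: percent inhibition versus substrate-only and uninhibited controls; Reagent: 400 µM OMFP.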
# CSN deneddyl inh: inhibitors of CSN-mediated cullin deneddylation, primary screen, biochemical, fluorescence polarization, uHTS; inhibition, % at 12.5 µM; Purified CSN, SCF-Nedd8-OG deneddylation; 360,000 tested, 0.38% active; COP9 signalosome complex subunit 5 (Homo sapiens), Q92905;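 active = pattern-corrected inhibition above about 35%, with an unprinted fluorescence ratio check between 0.5 and 1.5, limit read from the data, passing the limit was not always enough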;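 also: 0% = enzyme with substrate and 100% = substrate without enzyme; some results filed as inactive read as strong as hits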
#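 Assay system: purified human Csn5 enzyme expressed in HEK293T cells; Input: 0.24 nM Csn5 enzyme, final concentration; Reagent: 10 nM SCFSkp2-Nedd8OG; Compound dosing: 12.5 µM single point; Times: reaction 90 min, room temperature; Technique: fluorescence polarization readout.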
# Scp-1 inhibitor: Scp-1 phosphatase inhibitors, primary screen, biochemical, colorimetric, uHTS; Carboxy-terminal domain RNA polymerase II polypeptide A small phosphatase 1 (Homo …; Recombinant Scp1, phosphopeptide, malachite green phosphate absorbance; inhibition, % at 20 µM; 340,000 tested, 0.88% active; AID 493091, 2011;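 active = inhibition above about 50% at 20 µM, limit read from the data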;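 also: plate controls were DMSO wells with enzyme for no effect and wells lacking enzyme for full effect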
# Target sequence (Q9GZU7 76-261 limits assumed): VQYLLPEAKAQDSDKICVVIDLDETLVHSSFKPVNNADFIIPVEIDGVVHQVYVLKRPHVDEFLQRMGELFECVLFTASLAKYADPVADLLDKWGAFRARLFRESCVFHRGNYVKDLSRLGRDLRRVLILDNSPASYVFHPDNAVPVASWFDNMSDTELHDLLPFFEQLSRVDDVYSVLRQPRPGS
#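 Test system: SCP-1 catalytic domain; Buffer or medium: Acidic Tris acetate buffer with magnesium and detergent; Also added: Phosphorylated 17-residue peptide substrate; Compound: single 20 µM dose, 1% DMSO; Schedule: enzyme reaction 45 min at room temperature, colour 5 min, stabilisation 30 min; Signal: Phosphate-binding colour reagent, absorbance read at 630 nm.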
# NadD block: inhibitors of S. aureus NadD, primary screen, biochemical, colorimetric, uHTS; AID 602399, 2012; Nicotinate-nucleotide adenylyltransferase NadD (Staphylococcus aureus N315); inhibition, % at 20 µM; purified NadD enzyme, colorimetric absorbance read-out; 360,000 tested, 0.78% active; in the data active = inhibition above about 26%; also: some compounds past the cut are filed as inactive
# SUMO1 PPI mod: modulators of SUMO1 protein-protein interactions, primary screen, biochemical, uHTS; Small ubiquitin-related modifier 1 (Homo sapiens), P63165; SUMO1 binding to a labelled peptide, TR-FRET, 1 h; inhibition, % at 20 µM; 360,000 tested, 0.33% active; AID 602429, 2012; in the data active = inhibition above about 37%
# Target sequence (P63165 whole entry, looked up): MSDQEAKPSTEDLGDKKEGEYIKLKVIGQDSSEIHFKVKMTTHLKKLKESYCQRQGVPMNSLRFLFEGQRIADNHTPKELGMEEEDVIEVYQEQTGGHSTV
# An asterisk follows results filed as active; i = inactive; · = no result given.
# Below each compound: PABP1 MLLE inh, Tb MetRS inh, Rpn11 inh, STEP inh, DNMT1 inh, LMPTP block, CSN deneddyl inh, Scp-1 inhibitor, NadD block, SUMO1 PPI mod
O=S(=O)(Nc1nc2c(s1)CCCC2)c1ccc2ccccc2c1
    1, 0.3, i, -3, 0, 2.1, 0, -6, -2, -5
Cc1ccc(S(=O)(=O)NC2(C(F)(F)F)C(=O)Nc3c2c(=O)[nH]c(=O)n3-c2ccccc2)cc1 (stereo not given)
    12, 0.0, i, 1, 5, -1.9, -4, -3, -3, 0
COc1ccc2c(Cl)c(-c3nnc(SCC(N)=O)n3C)sc2c1
    -104, -0.2, i, -3, 2, -0.8, 0, 29, -2, -6
O=C(c1nc2ccccc2[nH]1)c1ccccc1[N+](=O)[O-]
    2, 0.1, i, 1, 2, 0.0, 1, -13, -3, -23
Oc1ccccc1C1=NN(c2ccccc2)C(c2ccccc2)C1 (stereo not given)
    6, -0.1, i, -1, -12, 3.8, 0, -8, -11, -5
COc1ccc(C2(C(=O)NCCc3ccccc3)CCCC2)cc1OC
    10, -0.2, i, 2, -2, -0.3, 3, -2, -2, 4
CN(C)c1nc(Nn2cnnc2)nc(N(C)C)n1
    8, -0.8, i, 1, 5, 1.0, 4, -4, -1, -6
COC(=O)c1[nH]c2cc(OC)ccc2c1N=CN(C)C
    -19, -1.4, i, 2, 4, -0.5, 2, -11, -9, -4
Cc1ccc(S(=O)(=O)NC(CC(=O)O)c2ccco2)cc1 (stereo not given)
    -2, -1.2, i, 3, 5, 0.2, 0, 14, -4, -1
COc1ccccc1N1CCN(C(=O)CCNC(=O)Cn2ccc3ccccc3c2=O)CC1
    10, -0.5, i, -1, 0, -1.0, 3, 2, -10, 0
COc1ccc(C2CC(c3ccc4ccccc4c3OC(C)=O)=NN2C(=O)/C=C/c2ccccc2)cc1 (stereo not given)
    5, 0.4, i, 2, -15, 4.1, -8, -15, 23, -2
CCCNC(=O)C1(C)CCCN(Cc2cc(-c3ccccc3)n(C)n2)C1 (stereo not given)
    5, 0.1, i, -4, 2, -0.7, -5, ·, -1, 4
N#Cc1nc(-c2ccco2)oc1NCCN1CCOCC1
    14, -0.8, i, 15, 1, -1.6, 10, -3, -1, -3
O=C(NCc1ccccn1)c1ccc(OC2CCN(Cc3cccs3)CC2)cc1
    5, -0.1, i, 2, -1, 0.2, 2, -7, -1, 3
COc1ccc(S(=O)(=O)CCC(=O)N2CC(=O)N(CCc3ccccc3)C(=O)C2)cc1
    2, -0.7, i, 3, 2, -0.5, -1, -9, 1, 4
O=C(CCl)Nc1ccc(-c2ccccc2)cc1
    -1, 0.0, i, -1, 5, 0.0, 2, -6, -8, 56*
CCOC(=O)C1=C(C)NC(=O)NC1c1ccc(-c2ccccc2F)o1 (stereo not given)
    -18, 0.1, i, -3, -4, -1.6, 2, -7, -5, -2
Cc1ccc(NC(=O)COC(=O)Cn2cnc3ccccc32)c([N+](=O)[O-])c1
    16, -1.3, i, 0, 0, -1.1, -8, 6, -2, -10
Cc1ccc(NC(=O)CNC(=O)c2ccc(C(C)(C)C)cc2)cc1S(=O)(=O)N1CCOCC1
    1, 0.2, i, 2, -4, 0.6, -2, -12, -8, 3
Cn1c(=O)c2c(nc(Br)n2CCc2ccccc2)n(C)c1=O
    -15, -0.4, i, -5, 1, -0.4, 6, -3, -4, -2
O=C(COc1cccc(NC(=O)c2cccs2)c1)c1ccc(F)cc1
    -12, 0.1, i, 1, 6, -0.3, 11, -25, -12, -2
CCS/C(N)=N/N=C/c1cc(C)ccc1O
    4, -0.1, i, -2, 2, 0.9, 1, 3, -4, -1
CC12CCC(C(=O)Nc3ccc(Cl)cc3)([C@H](Br)C1=O)C2(C)C (stereo not given in full)
    -14, -0.1, i, -3, 8, 0.8, 0, -9, -7, 4
CCN(c1ccccc1)S(=O)(=O)c1ccc(C(=O)Nc2ccccc2OC)cc1
    7, -0.3, i, -1, -3, 0.6, -1, -10, -10, 4
O=C(CC1S/C(=N/N=C/c2c[nH]c3ccc(OCc4ccccc4)cc23)NC1=O)Nc1ccccc1 (stereo not given)
    -9, -1.0, i, 1, 11, 1.1, -14, 0, 16, -4
CN(C)S(=O)(=O)c1cccc(NC(=S)NCCCn2ccnc2)c1
    9, -0.6, i, -1, -3, -6.8, 13, -8, 4, -1
COc1ccc(C(c2sc3ncnn3c2O)N2CC(C)OC(C)C2)cc1OC (stereo not given)
    -12, -0.6, i, -1, 2, -2.0, -3, 13, -1, -3
COc1ccc(/C=C2\CCCC3C2=NN(C(=O)CSc2n[nH]c(N)n2)C3c2ccc(OC)cc2)cc1 (stereo not given)
    -7, 1.2, i, -2, -6, 5.1, 2, 9, 17, -7
O=c1c(Cl)c(Cl)cnn1Cc1nnc(-c2ccc(Cl)cc2)o1
    -53, 0.6, i, 3, 31, 2.8, 1, 6, 8, -8
O=C1CC(c2ccccc2)CC(O)=C1C=NC1CCCCCC1 (stereo not given)
    11, -0.5, i, -1, 0, 0.7, 3, 0, 6, -3
O=C1[C@@H]2Cc3c([nH]c4ccccc34)C(c3ccc(Cl)cc3)N2C(=O)CN1CCO (stereo not given in full)
    6, 6.0*, i, 6, -3, -0.5, 3, -4, 2, -5
COCCCNC(=O)Cc1ccccc1OC
    -7, -0.9, i, 0, -1, -0.1, -6, -3, -5, -1
C/C(=C\c1cccc(Cl)c1Cl)C(=O)c1c(C)cc(C)[nH]c1=O
    13, -0.1, i, -2, -1, -0.2, 1, -5, -5, -2
CCOc1ccc(NC(=O)c2ccc3c(c2)OCCO3)cc1S(=O)(=O)N(CC)CC
    13, -0.1, i, 3, -4, 0.5, 1, 12, -10, 6
O=[N+]([O-])c1cc(S(=O)(=O)N2CCCC2)ccc1OCCOc1ccccc1
    -6, -0.3, i, -1, -2, 2.6, 3, -10, -1, -22
O=C(OC1CCCCC1=O)c1cccc(S(=O)(=O)NCc2ccccc2)c1 (stereo not given)
    4, -0.9, i, 0, 0, -0.2, 1, -15, -3, -2
O=S(=O)(c1ccccc1)n1ccc2cccnc21
    6, -0.8, i, -1, -3, 0.7, -2, -4, 6, 2
COc1ccccc1-n1c(=O)[nH]c2c(C(N)=O)nc(-c3cccnc3)nc21
    4, -0.9, i, -4, 3, -0.5, -8, 1, -1, 7
Cc1ccc(C(=O)c2coc3ccc(O)c(CN4CCN(C)CC4)c23)cc1
    -2, 0.6, i, 2, -2, 0.2, 1, -5, -4, 2
CCOC(=O)c1ccccc1NC(=O)CSc1nncn1C
    9, -0.7, i, 0, 4, -0.2, 5, -2, -13, -1
COc1ccc(S(=O)(=O)N2CCN(Cc3cc4c(cc3Br)OCCO4)CC2)cc1
    -6, -0.3, i, -1, -7, 3.1, -1, -2, 3, -6
CC(=O)C1=C(O)C(=O)N(c2ccccn2)C1c1ccc(C)cc1 (stereo not given)
    3, -0.3, i, 1, 4, -1.1, 1, 0, 2, -11
CC1CCCCN1CCNC(=O)C1CCCN(c2ncnc3c2nc2n3CCCCC2)C1 (stereo not given)
    -8, 0.0, i, 0, 0, -1.5, -1, -10, -9, -5
Nc1nonc1-c1nc2ccccc2[nH]1
    -15, -0.7, i, -3, 0, -3.5, -3, -5, -2, -1
Cc1cc(C)n(CC(=O)n2c3c(c4ccccc42)CCCC3)n1
    8, -1.3, i, 0, -5, 0.2, 1, 3, -1, 8
Cc1cccc(C)c1NC(=O)C1(C)CSCC(=O)N1CCC(C)C (stereo not given)
    ·, -0.4, ·, ·, ·, -0.5, -2, ·, ·, 2
CCCS(=O)(=O)N1CCCC(C(=O)N2CCC(Cc3ccccc3)CC2)C1 (stereo not given)
    -11, 1.0, i, -1, -2, -0.2, -5, -2, 4, 0
CCN(CC)S(=O)(=O)c1cc([N+](=O)[O-])ccc1NNC(=O)Nc1ccc(F)cc1
    -41, -0.7, i, -1, 5, 0.6, 0, -7, 5, -20
COC(=O)C1CCN(S(=O)(=O)CCNC(=O)c2ccccc2)CC1
    -10, -0.1, i, 2, 6, -1.5, 3, ·, -3, 4
COC(=O)c1ccc(C)cc1
    9, -0.8, i, -1, -5, -1.1, 2, 1, 3, 3
CN(CC(=O)Nc1cccc(F)c1)C(=O)c1cccc2ccccc12
    12, -0.2, i, 1, -3, 0.7, -1, -5, -5, -7
CC1(C)C(C=C(Cl)Cl)C1C(=O)OCc1cccc(Oc2ccccc2)c1 (stereo not given)
    6, -0.1, i, 4, 9, 2.4, -4, -17, 7, 2
O=C(CSC1CC(=O)N(CCc2ccccc2)C1=O)Nc1cccc(Cl)c1 (stereo not given)
    25, -0.6, i, 0, -5, -0.2, 1, -12, -8, 5
COc1ccc(NC(=O)c2cc3ccccn3n2)cc1
    7, -1.2, i, -4, 4, -1.3, 1, 6, -4, -1
CN(C)CCCn1c2c3ccccc3ccc2c2oc(=O)c3ccccc3c21
    127, -0.2, i, 4, 77*, 2.0, -64, 10, 3, -142
CC1=CC(=O)[C@@H](OC(=O)Nc2ccc(C)cc2)[C@@H](c2ccccc2Br)N1C
    3, -0.5, i, -1, 3, -0.4, 2, 4, 3, 4
